Assay outcomes deposited in PubChem BioAssay by Broad Institute.
PglD inh = C. jejuni PglD acetyltransferase inhibitors, primary screen, biochemical, DTNB colorimetric, single point | AID 602405, 2012 | inhibition, % at 12.5 µM | purified PglD enzyme, DTNB colorimetric CoA detection | 360,000 compounds, 0.098% hits; in the data active means inhibition above about 16%, passing the limit was not always enough; inconclusive means no clear call, values can overlap the other calls; further: strong numbers were not always called active
LGR2 inh = inhibitors of bursicon-induced LGR2 CRE-luciferase signal, primary screen, cell-based, HEK293, CRE-luciferase reporter, bursicon stimulation; Drosophila bursicon receptor LGR2 (rickets); bursicon-stimulated, 4 h; inhibition, % at 9.99 µM; 380,000 compounds, 0.35% hits; AID 720647, 2013;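 active means drop in luminescence signal, shown as inhibition above about 50% in the replicate tests, limit read from the data, passing the limit was not always enough; inconclusive means probably only some replicates passing the limit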;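 further: agonist challenge used bursicon conditioned medium at about half maximal strength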
Cneo AK release = Cryptococcus neoformans cell lysis inducers, primary screen, AK release luminescence, single concentration | C. neoformans lysis, adenylate kinase release luminescence, 4 h; normalised: neutral wells 0, clomiphene wells 100 | lysis activity, % at 15 µM | 360,000 compounds, 0.2% hits | AID 651654, 2012;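 active means mean lysis activity across replicates of at least 80%, whatever share of replicates individually reach that level; inactive means mean lysis activity below 80%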
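Signal: Adenylate kinase release luminescence | Assay system: Log-phase Cryptococcus neoformans yeast cells | Input: Cells at 5 × 10^6 per mL | Buffer or medium: Fresh YPD growth medium | Compound: Single dose | Schedule: Static 4 h at 37 °C with compound, 1 h detection | Controls: Clomiphene | Read-out: Luminescence rise reflecting yeast cell lysis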
INS-1E GSIS act = GLuc luminescence reporter in INS-1E cells, primary screen for activators of glucose-dependent secretion of insulin; 370,000 compounds, 0.61% hits; INS-1E GLuc reporter insulin secretion, 2-3 h; activation, % at 16.6 µM;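 active means lowest replicate activation of at least 40%, so every replicate reaches that level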;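 further: 0% = median of neutral control wells and 100% = median of IBMX positive control wells; some compounds called inactive have numbers as strong as hits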
ARNT-TACC3 inh = disruptors of ARNT/TACC3 protein interaction, primary screen, biochemical, AlphaScreen, single concentration. Transforming acidic coiled-coil-containing protein 3 (Homo sapiens), Q9Y6A5. AlphaScreen His-ARNT PAS-B/GST-TACC3 binding, luminescence; TACC3 fragment carries E629A point mutation. inhibition, % at 9.99 µM. 390,000 compounds, 0.66% hits. AID 623870, 2012;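 active means mean inhibition of replicates at least 50% and at least half of replicates each reaching 50%; inconclusive means half or more replicates reach 50% but mean below 50%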;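 further: 0% = complete ARNT plus TACC3 wells and 100% = ARNT alone without TACC3; many hits fall short of the cut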
PAX8 inh HTS = inhibitors of PAX8-driven TPO luciferase reporter, primary screen, RMG-I cells, single concentration; SteadyGlo, 24 h; inhibition, % at 12.6 µM; 360,000 compounds, 1.2% hits; AID 652154, 2013;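 active means mean replicate inhibition at least 60% with every replicate also reaching 60%; inconclusive means only one of the two criteria is met; inactive means mean below 60% and not all replicates reaching 60%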;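 further: luciferase light reporting Pax8 driven TPO promoter activity; plate controls were median of neutral control wells for no effect and mitoxantrone controls for full effect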
C2C12 statin = suppressors of statin myotoxicity in C2C12 myotubes, primary screen, cell-based, single point, plate reader; C2C12 myotubes + simvastatin, ATP luminescence, 48 h; scaled: DMSO 0, geranylgeraniol control 100; rescue of ATP level, % at 7.49 µM; 330,000 compounds, 0.78% hits; AID 602340, 2012;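 active means mean ATP rescue above about 67%, or every replicate alone reaching that limit, limit read from the data, passing the limit was not always enough; inconclusive means no clear call, values can overlap the other calls; inactive means mean under the limit and some replicate under it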;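 further: myotubes were challenged with 10 µM simvastatin during compound exposure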
PGC1a acetyl inh = inhibitors of PGC1a acetylation signal, primary screen, cell-based, U2OS, AlphaScreen, inhibitor mode. AlphaScreen anti-acetyl-lysine; with virally co-expressed GCN5 acetyltransferase. inhibition, % at 15.6 µM. 350,000 compounds, 0.17% hits. AID 651687, 2012;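 active means every replicate shows inhibition of at least 40%; inconclusive means mean inhibition at least 40% but some replicate below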;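 further: 0% = neutral control wells and 100% = positive control wells; some results beyond the cut were filed as inactive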
Starred values were filed as active, the others as inactive; ? = inconclusive; · = not tested or not shown.

SMILES	PglD inh	LGR2 inh	Cneo AK release	INS-1E GSIS act	ARNT-TACC3 inh	PAX8 inh HTS	C2C12 statin	PGC1a acetyl inh
COCC#Cc1cnc2c(c1)C(=O)N([C@H](C)CO)C[C@@H](C)[C@H](CN(C)S(C)(=O)=O)O2	-2	14	-9	11	-7	-5	-8	3
COc1ccc(Cl)cc1-c1cc(C(=O)NCc2ccc(C(F)(F)F)cc2)[nH]n1	1	4	-1	1	·	3	17	-11
NC(=O)c1ccc(NC(=O)COC(=O)c2ccccc2Nc2ccccc2)cc1	7	6	-2	0	·	-15	-10	·
CC(=O)Nc1ccc(NC(=S)NC(=O)c2ccc(-c3ccccc3)cc2)cc1	-2	-4	9	-13	·	-5	-14	5
Cc1cccc(C(=O)N(C)c2nnc(-c3ccncc3)s2)c1	0	8	-1	6	·	-8	·	-1
C1=C(CCNC2=NCCCCC2)CCCC1	-13	·	-1	·	·	·	4	17
Cc1ccccc1S(=O)(=O)c1c(C)cc(C)n(CC(C)C)c1=O	0	·	0	·	-5	·	28	-13
COc1nc(Oc2ccc(=O)[nH]n2)nc(N2CCOCC2)n1	·	3	·	19	5	·	11	5
CCCCC(CC)CNC(=O)c1cccs1 (stereo unspecified)	5	0	-1	-8	-3	·	-9	-6
CO[C@@H]1CN(C)C(=O)c2ccc(NC(=O)CC(F)(F)F)cc2OC[C@H](C)N(C(=O)c2ccccc2F)C[C@H]1C	·	-3	·	-1	·	-18	·	2
O=C(Cc1ccccn1)N1CC(=O)N2[C@H](C1)[C@@H](c1ccc(C#CCC3CCCC3)cc1)[C@@H]2CO	·	13	·	-19	·	21	·	-7
CC(NC(=O)c1ccco1)c1nc(-c2ccc(Cl)cc2)no1 (stereo unspecified)	7	-2	-3	-6	-2	-18	-19	-41
C[C@@H]1CN([C@H](C)CO)C(=O)c2cc(NS(=O)(=O)c3ccc(F)cc3)ccc2O[C@@H](C)CCCCO[C@H]1CN(C)C(=O)C1CCCCC1	0	14	-2	-23	-2	15	·	0
CC(=O)N/C(=C\c1ccccc1)C(=O)OC/C=C/c1ccccc1	3	9	0	-13	1	-6	·	1
CCOc1cc(Br)c(CN2C(=O)NC3(CCCCCC3)C2=O)cc1OCC	0	-42	4	-33	20	-15	-25	6
O=C1O[C@H](c2ccccc2)[C@H](c2ccccc2)N2[C@H]1[C@@H](C(=O)N1CCCCCCC1)[C@]1(C(=O)Nc3ccc(C#CCCO)cc31)[C@H]2c1ccc(O)cc1	3	·	-41	·	8	6	·	-7
C=CCNC(=O)C1CC2Cn3c(nc4ccccc43)C2N1C (stereo unspecified)	-7	3	-1	0	-4	-4	7	-2
Cc1ccnc2nc(C(=O)OCC(=O)c3ccccc3)nn12	-4	-1	-1	2	2	19	112*	49
Cc1cc(=O)oc2cc(OCC(=O)OCC(=O)NC(C)C)ccc12	5	-4	5	13	2	-2	5	10
CC1CC(=O)Nc2ccccc2N1C(=O)CN1CCN(c2ccccc2)CC1 (stereo unspecified)	·	1	·	-3	-7	9	·	·
COc1cc2c(cc1OC)CN(C(=O)[C@H]1[C@@H]3C(=O)O[C@@H](c4ccccc4)[C@@H](c4ccccc4)N3[C@@H](c3ccccc3OCCO)[C@]13C(=O)Nc1ccc(C#CC4=CCCCC4)cc13)CC2	-9	·	-4	·	31	24	·	·
C[C@@H]1CN([C@H](C)CO)C(=O)c2cc(NC(=O)Cc3ccccc3)ccc2O[C@H]1CN(C)C(=O)Nc1cccc2ccccc12	0	-5	-7	-15	-4	0	5	5
CCCn1nnnc1SCC(=O)NCc1ccccc1	4	·	1	·	13	-3	-8	0
O=C1O[C@@H](c2ccccc2)[C@@H](c2ccccc2)N2[C@@H](c3ccc(O)cc3)[C@]3(C(=O)Nc4ccc(C#CC5=CCCCC5)cc43)[C@@H](C(=O)N3CCCCCCC3)[C@H]12	-1	·	33	·	-2	-3	·	15
CC(=O)c1cc2c(cc1NC(=O)c1cccc(S(=O)(=O)N3CCN(C)CC3)c1)OCO2	·	-5	·	-2	-14	11	·	-6
SMILES	PglD inh	LGR2 inh	Cneo AK release	INS-1E GSIS act	ARNT-TACC3 inh	PAX8 inh HTS	C2C12 statin	PGC1a acetyl inh
C[C@H]1CN([C@@H](C)CO)C(=O)c2cc(C3=CCCC3)cnc2O[C@@H]1CN(C)C(=O)CN(C)C	0	-14	1	13	2	·	6	9
COc1ccc(CNC(=O)c2ccc(NC(=O)C3=CSCCO3)cc2)cc1	10	-20	1	10	·	-52	-5	5
O=C(CN1C(=O)c2ccccc2S1(=O)=O)c1ccc(F)cc1	-1	74*	-1	-4	-4	55	·	-6
COc1ccc(CN2CCNC(=O)C2CC(=O)NCCc2c[nH]c3ccccc23)c(OC)c1 (stereo unspecified)	·	5	·	-4	3	12	·	·
COC(=O)CSc1nnc(-c2cccc(NC(=O)c3ccc(C)cc3)c2)n1C	-3	5	0	-2	10	·	-5	-4
Cc1ccc(S(=O)(=O)Nc2nc3ccc(S(=O)(=O)N4CCCC4)cc3s2)cc1	1	-6	-11	2	-8	·	·	0
COC(C(=O)N/N=C(\C)c1ccc(C(C)(C)C)cc1)c1ccccc1 (stereo unspecified)	-2	0	2	-1	7	-10	-35	6
C[C@H](CO)N1C[C@H](C)[C@@H](CN(C)Cc2cccnc2)Oc2ncc(C3=CCCC3)cc2C1=O	3	5	50	9	1	·	18	0
C=CCOC(=O)CC(NC(=O)c1ccccc1)c1ccccc1 (stereo unspecified)	1	·	0	·	-13	·	3	-2
CCOCC(=O)Nc1ccccc1C(=O)O	4	37	-1	0	-8	12	11	3
CCOc1ccccc1C(=O)Oc1ccc2ccc(=O)oc2c1	-2	12	4	1	-6	-22	0	-6
COC(=O)c1c(NC(C)=O)sc(C(=O)Nc2ccccc2F)c1C	·	-2	·	10	-8	-121	·	·
C[C@H](CO)N1C[C@H](C)[C@H](CN(C)C(=O)CC2CC2)Oc2cc(-c3ccncc3)ccc2S1(=O)=O	-2	12	-4	14	-5	·	15	-11
Cc1nc2sc3c(c2c(=O)n1/N=C/c1ccco1)CCCC3	-4	·	-1	·	-3	·	14	11
COc1ccc(S(=O)(=O)Nc2cccc3c2O[C@H](CN(C)C(=O)Nc2ccc(F)cc2)[C@H](C)CN([C@@H](C)CO)C3=O)cc1	6	-2	1	-27	-7	·	130*	-18
CCOCCn1ccc2c(OCC(=O)Nc3ccccc3OC)cccc2c1=O	-2	5	-1	21	7	0	1	·
CNC(=O)COC(=O)C1CCN(S(=O)(=O)c2ccc3c(c2)OCCO3)CC1	-3	-1	0	4	-5	-9	-5	37
O=C(CCN1C(=O)C2CC=CCC2C1=O)Nc1nc(-c2ccc(F)c(F)c2)cs1 (stereo unspecified)	·	13	·	-12	·	-28	-4	-18
Cn1cnc(S(=O)(=O)N2C[C@H](O)COC[C@@H]3O[C@H](CC(=O)NCc4ccc(F)cc4)CC[C@H]32)c1	0	2	-1	4	-42	2	10	-4
Cc1ccc(-c2nnc(N3CCC(C)CC3)c3ccccc23)cc1	·	11	·	-11	15	12	·	·
CCCNC(=O)N1[C@H](CNC(=O)c2ccc(F)cc2)[C@H](c2ccccc2)[C@@H]1CO	2	-4	1	-1	0	7	10	-3
Cc1nn(S(=O)(=O)c2cccc([N+](=O)[O-])c2)c(C)c1S(=O)(=O)N1CCOCC1	-1	9	-1	12	1	-2	4	·
COc1cc(C=C(C(C)=O)C(C)=O)ccc1O	3	·	3	·	-4	4	·	?
Cc1ccc(Oc2ccc(/C=N/O)cn2)cc1	-9	·	-1	·	1	·	24	-2
CC(C)NC(=O)N1CCCCN2[C@H](C1)[C@@H](c1ccc(Br)cc1)[C@@H]2CO	-1	0	-8	18	-5	11	-7	-4
SMILES	PglD inh	LGR2 inh	Cneo AK release	INS-1E GSIS act	ARNT-TACC3 inh	PAX8 inh HTS	C2C12 statin	PGC1a acetyl inh
C[C@H]1CN([C@@H](C)CO)C(=O)c2cccc(N(C)C)c2O[C@H]1CN(C)C(=O)NC1CCCCC1	5	6	-1	-2	·	2	-14	5
c1ccc2cc(CSCc3nc4ccccc4[nH]3)ccc2c1	·	4	·	-21	-2	-5	·	-1
C=CCOc1ccc(/C=C2\SC(=S)N(NS(=O)(=O)c3ccccc3)C2=O)cc1	·	-4	·	-6	1	-7	7	·
O=C(Cn1nnc(-c2ccccc2)c1COc1ccc2ccccc2c1)NCC1CC1	2	12	0	-15	·	18	25	-12
O=C1C=CC(=O)N1Nc1ccc(Br)cc1	·	1	·	-4	-3	-11	·	·
COc1ccc(S(=O)(=O)N(C)C[C@@H]2Oc3c(NC(=O)C4CCOCC4)cccc3C(=O)N([C@H](C)CO)C[C@H]2C)cc1	-1	2	57	-3	5	·	8	6
CC(O)[C@H]1CNC(=O)C(=O)N1CCCCC1CCCCC1 (stereo partly specified)	8	2	-1	7	3	11	6	7
N#CC1=C(N)OC2=C(CCc3ccccc32)C1c1ccccc1 (stereo unspecified)	·	-29	·	-27	5	56	·	·
COc1cc(OC)cc(C(C)=O)c1	-5	·	-1	·	-5	·	-3	13
Cc1cccc(-c2ccc([C@@H]3[C@@H](CO)N4C(=O)CN(S(=O)(=O)c5cccc(F)c5)C[C@@H]34)cc2)c1	·	4	·	-29	·	-10	·	6
COc1ccc(C(=O)N/N=C(/C)c2cccc(NC(=O)c3ccncc3)c2)cc1OC	1	-4	3	6	6	-1	2	·
COC(=O)N/N=C/c1cccs1	·	10	·	6	-5	-14	·	·
C[C@H](CO)N1C[C@H](C)[C@H](CN(C)Cc2ccncc2)Oc2ccc(NC(=O)CCCCCC(=O)Nc3ccccc3N)cc2CC1=O	1	5	-1	11	-5	-19	16	8
O=C(c1cccn2c(=O)c3cc(Cl)ccc3nc12)N1CCN(Cc2ccc3c(c2)OCO3)CC1	2	·	-2	·	-4	·	-40	-12
COc1ccc(-c2cnc3c(c2)C(=O)N([C@@H](C)CO)C[C@@H](C)[C@H](CN(C)C(=O)C2CCOCC2)O3)cc1	-2	-29	-3	2	0	-1	-1	4
CCOC(=O)N1CCN(Cc2nc(C3CC3)no2)CC1	·	4	·	11	-3	2	·	5
CC(C)(C)OC(=O)N1CCC(C(=O)Nc2cccc(C(=O)N3CCCCC3)c2)CC1	4	-14	4	0	0	3	-1	5
C[C@@H]1CCCCO[C@@H](CN(C)C(=O)NC2CCCCC2)[C@@H](C)CN([C@H](C)CO)C(=O)c2cc(NC(=O)c3ccccc3)ccc2O1	1	8	-10	-11	3	4	·	10
COc1cccc(C(=O)OCc2cc(=O)oc3c(C)c(C)ccc23)c1OC	-2	-6	0	8	-2	9	-6	·
CN(CC(=O)Nc1cccc(F)c1)C(=O)CCN1C(=O)C2CC=CCC2C1=O (stereo unspecified)	0	·	0	·	-1	-2	-9	-14
